L3MBTL1 inh – qHTS Assay for the Inhibitors of L3MBTL1; Potency, µM (doses to about 57.1 µM), for the others: at the top dose activity, negative = inhibition, actives largely listed as inhibitors; AID 485360, 2010; 230,000 tested, 0.66% active; AlphaScreen L3MBTL1–H3K9me1 peptide binding; Lethal(3)malignant brain tumor-like protein 1 (Homo sapiens), Q9Y468; also: nearly all actives have a fitted effect of over 60% in size
Target sequence (Q9Y468 whole entry, looked up): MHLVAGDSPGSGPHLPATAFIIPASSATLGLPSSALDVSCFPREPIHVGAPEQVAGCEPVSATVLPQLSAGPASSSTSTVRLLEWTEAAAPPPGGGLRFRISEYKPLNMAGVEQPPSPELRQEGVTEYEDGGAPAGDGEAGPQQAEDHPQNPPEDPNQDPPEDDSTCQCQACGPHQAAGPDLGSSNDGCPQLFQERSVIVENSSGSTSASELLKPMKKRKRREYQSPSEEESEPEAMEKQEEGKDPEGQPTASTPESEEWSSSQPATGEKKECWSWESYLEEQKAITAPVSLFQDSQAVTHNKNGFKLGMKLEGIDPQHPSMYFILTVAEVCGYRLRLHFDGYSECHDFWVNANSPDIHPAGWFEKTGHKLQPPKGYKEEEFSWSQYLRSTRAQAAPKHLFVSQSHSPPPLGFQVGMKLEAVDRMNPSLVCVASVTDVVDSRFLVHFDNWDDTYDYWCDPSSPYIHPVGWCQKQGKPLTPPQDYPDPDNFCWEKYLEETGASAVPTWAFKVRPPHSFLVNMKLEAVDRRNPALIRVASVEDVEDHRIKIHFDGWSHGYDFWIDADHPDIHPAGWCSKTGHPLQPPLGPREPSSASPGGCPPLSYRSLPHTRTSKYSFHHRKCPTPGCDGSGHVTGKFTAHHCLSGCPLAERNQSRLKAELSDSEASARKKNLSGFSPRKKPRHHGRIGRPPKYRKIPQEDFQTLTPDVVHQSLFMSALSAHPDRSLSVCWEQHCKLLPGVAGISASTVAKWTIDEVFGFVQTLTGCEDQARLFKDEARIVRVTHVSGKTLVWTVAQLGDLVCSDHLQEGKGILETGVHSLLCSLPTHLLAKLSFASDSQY
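Displacement of a biotinylated histone H3(1-15) peptide monomethylated at Lys9 (75 nM) from L3MBTL1 (50 nM) was measured by AlphaScreen after a 30 min room-temperature compound incubation; cefsulodin titration served as intraplate control.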
GAA glycogen – qHTS Assay for Inhibitors and Activators of Human alpha-Glucosidase Cleavage of Glycogen; 300,000 tested, 0.38% active; Lysosomal alpha-glucosidase (Homo sapiens), P10253; recombinant GAA, glycogen substrate, Amplex Red glucose oxidase fluorescence; Potency, µM (titrated, usually from 76.4 µM), for inactives: at the top dose activity change, negative = inhibition, hits mostly inhibitors;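 also: 0% = full enzyme reaction and -100% = no-enzyme basal signal; the screen sought inhibitors and activators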
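Natural-substrate format: glycogen cleavage by 4 nM human enzyme, glucose read by Amplex Red coupling (Ex 573, Em 610 nm). Normalized to enzyme and no-enzyme controls.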
Active calls of the source: *; ? = inconclusive; [ ] = remark or other dose. Calls follow the shape of the dose curve; as a rule, active = well fitted curve in the direction sought with a large enough effect; inconclusive = small, poorly fitted or top-dose-only effect, or another doubt; inactive = no such curve, though single readings can be large; an effect the other way counts as inactive or inconclusive. Unless noted, % is scaled to controls: 0 for no effect and ±100 for the full control effect; potency is read from the fitted curve at half-maximal effect. An excerpt (hit frequency here may not be typical).

SMILES	L3MBTL1 inh	GAA glycogen
Cc1ccc(C(=O)Nc2nccc(C)n2)cc1	1%	6%[76.3 µM]
CCOc1cc(/C=C2\C(=N)N3N=C(C)SC3=NC2=O)ccc1OCCOc1ccccc1	9%	-9%[3.05 µM]
COCC(=O)NC1CC(C)(C)Cc2c1cnn2-c1ccc(F)cc1 (stereo unspecified)	13%	5%[76.3 µM]
O=C(Cc1ccc(Br)cc1)NCCCn1ccnc1	-9%	-4%[76.3 µM]
CCOc1ccccc1C(=O)Nc1c[nH]c(=O)[nH]c1=O	9%	1%[76.3 µM]
CC(=O)Nc1nonc1-c1nc2ccccc2n1C	5%	2%[76.3 µM]
Cc1nc(C)c(-c2csc(Nc3ccc(O)c(C(=O)O)c3)n2)s1	-5%	?
CCC(=O)Nc1ccc(NC(=S)NC(=O)/C=C/c2ccco2)cc1	7%[2.29 µM]	-13%[76.3 µM]
COc1ccc([C@@H]2[C@@H]3C(=O)N(C(C)(C)C)C(=O)[C@@H]3[C@]3(C)C(=O)N(c4ccc(C(F)(F)F)cc4)C(=O)N23)cc1	1%	5%[76.3 µM]
COc1ccc2nc(NC(=O)c3ccccc3F)sc2c1	5%	5%[76.3 µM]
Cc1ccc2c(c1)N(C(=O)CCC(=O)Nc1ccccc1Br)CC(C)O2 (stereo unspecified)	1%	7%[76.3 µM]
COc1ccc(-c2nn(-c3ccccc3)cc2/C=C2/SC(=S)N(CCC(=O)O)C2=O)c(C)c1	-24%	2%[76.3 µM]
COc1ccc(NC(=O)c2c(C)nn(-c3ccccc3)c2Cl)cc1	-5%[2.29 µM]	-2%[76.3 µM]
Cn1c(-c2ccccc2)cnc1NCc1ccccc1	2%[2.29 µM]	?
COc1ccc(Cc2c(O)nc(SCC(C)C)[nH]c2=O)cc1	-7%	-5%[76.3 µM]
Cc1ccc2[nH]cc(CCNC(=O)C3CCCCC3)c2c1	0%	-2%[76.3 µM]
C[C@H](NCc1c[nH]c2ccccc12)c1ccccc1	-1%[2.29 µM]	8%[76.3 µM]
CCCc1ccc2oc(C(=O)N3CCCC3)c(C)c2c1	7%	-2%[76.3 µM]
COc1ccc2c(c1)c(C)cc[n+]2Cc1ccccc1	6%	1%[76.3 µM]
CCC1=C([N+](=O)[O-])C(c2ccc3c(c2)OCO3)NC(=O)N1 (stereo unspecified)	-1%	?
O=C(N/N=C/c1ccc(F)cc1)c1ccncc1	3%[2.29 µM]	-19%[76.3 µM]
CCOc1ccc(NC(=O)C(C)N2C(=O)c3ccccc3C2=O)cc1 (stereo unspecified)	12%	8%[76.3 µM]
Cc1ccc(S(=O)(=O)Nc2ccccc2C(=O)N2CCCCCC2)cc1	5%	14%[76.3 µM]
COc1ccc(OC)c(N/C(N)=N/c2nc(C)cc(C)n2)c1	5%	7%[76.3 µM]
O=S(=O)(Nc1cc(F)ccc1F)c1cccc2nsnc12	0%	2%[76.3 µM]
Cc1cc(=O)oc2c3c(cc(OCC(=O)NC4CC4)c12)OC(C)(C)CC3	5%	9%[76.3 µM]
CCOCC(=O)Nc1ccc(S(=O)(=O)NCC2CCCO2)cc1 (stereo unspecified)	10%	4%[76.3 µM]
COc1ccc(-c2noc3c2-c2nc(-c4cccc(C)c4)sc2CC3)cc1	-2%	12%[76.3 µM]
COc1ccc(NC(=O)c2ccc(N3C(=O)C4CC=C(Cl)CC4C3=O)cc2)cc1 (stereo unspecified)	?	-21%[76.3 µM]
C=CCC1NS(=O)(=O)OC(CCc2ccccc2)C1O (stereo unspecified)	5%	21%[76.3 µM]
CN(CCCCCCN(C)Cc1ccccc1O)Cc1ccccc1O	-13%	-1%[76.3 µM]
COc1ccccc1CC(=O)N1CCN(c2ccccc2F)CC1	-1%	-12%[76.3 µM]
COCC(=O)Nc1cc(C)cn(Cc2ccc(F)cc2)c1=O	-1%	-6%[76.3 µM]
Cc1ccc(C(=O)Nc2ccccc2C(=O)O)cc1S(=O)(=O)Nc1ccccc1	-6%	1%[76.3 µM]
COc1cc(C(=O)Nc2cccc3c2CCCC3)cc(OC)c1OC	1%	1%[76.3 µM]
CCOc1ccccc1NC(=O)c1ccc(CN2CCc3ccccc3C2)cc1	-1%	-4%[76.3 µM]
COc1ccc(OC)c(C(=O)NC(CC(N)=O)c2ccc(NCCOc3ccccc3)c([N+](=O)[O-])c2)c1 (stereo unspecified)	-14%	-9%[76.3 µM]
CCOC(=O)Cc1csc(NC(=O)CN2CCN(CC)CC2)n1	-2%	0%[76.3 µM]
CN1CCCN(C(=O)c2ccccc2Cl)CC1	3%	0%[76.3 µM]
Cc1ccc(NC(=O)O/N=C/c2ccc(Br)cc2)cc1	2%	7%[76.3 µM]
Cc1ccc(NC(=O)Cn2c(=O)oc3ccccc32)c(C)c1	-1%	18%[76.3 µM]
COc1ccc(CC(=O)NC2CC(C)(C)NC(C)(C)C2)cc1OC	0%	-8%[76.3 µM]
O=C1[C@H]2[C@@H](c3ccc(F)cc3)N3C(=O)N(c4ccc(Br)cc4)C(=O)[C@@]3(Cc3ccccc3)[C@H]2C(=O)N1C1CCCCC1	-1%	6%[76.3 µM]
COc1ccc(C2C(C#N)=C(N)Oc3cccc(O)c32)cc1 (stereo unspecified)	1%	-9%[76.3 µM]
O=C(Nc1nccs1)c1ccc(COc2ccccc2)o1	0%	4%[76.3 µM]
COc1cc(NC(=O)CSCc2ccc(Cl)cc2Cl)c(C(=O)O)cc1OC	1%	-5%[76.3 µM]
O=[N+]([O-])c1ccccc1S(=O)(=O)Nc1ccc2c(c1)OCCO2	2%	1%[76.3 µM]
COc1cc(CNCc2cccc3ccccc23)cc(OC)c1	1%	1%[76.3 µM]
COC(=O)N1C(=O)[C@](c2ccccc2)(C2CCCCC2)N1C(=O)OC	0%	0%[76.3 µM]
COc1ccc(OC)c(NC(=O)Cn2nc(C)c3ccccc3c2=O)c1	-9%	-4%[76.3 µM]
O=C(N[C@H]1CCC(=O)N([C@H](CSc2ccccc2)Cc2ccccc2)CC1)OCc1ccccc1	-1%	-9%[76.3 µM]
CCOC(=O)CN1C(=O)C2(OCCCO2)c2cc(Br)ccc21	2%	-12%[76.3 µM]
O=S1(=O)NC(c2ccccc2)CC(CC2CCCCC2)O1 (stereo unspecified)	17%	-7%[76.3 µM]
COC(=O)c1ccccc1NC(=O)c1ccc2c(c1)CC(C)O2 (stereo unspecified)	16%	12%[76.3 µM]
CCC(CC)COC(=O)C1=C(C)NC(=O)NC1c1cccc([N+](=O)[O-])c1 (stereo unspecified)	-4%	-13%[76.3 µM]
O=C(c1ccc(Cl)cc1)c1ccc(Oc2cc(NN3CCCCC3)c([N+](=O)[O-])cc2[N+](=O)[O-])cc1	-10%	-15%[76.3 µM]
CCCN1CCC(=O)N([C@H](COc2ccccc2)Cc2ccccc2)CC1	3%	12%[76.3 µM]
CCC1=NN(C(=O)c2ccc(Cl)cc2)C(O)(c2ccc(C)cc2)C1 (stereo unspecified)	-17%	-1%[76.3 µM]
COc1ccc(OC)c(NC(=O)c2ccccc2N(C)S(=O)(=O)c2ccc(C)cc2)c1	-4%	3%[76.3 µM]
O=C(CNC(=O)c1nc[nH]c1C(=O)NCC(=O)OCc1ccccc1)OCc1ccccc1	49%[activator]	3%[76.3 µM]

A draw from above in order of heavy-atom count, highest first.
SMILES	L3MBTL1 inh	GAA glycogen
O=C(c1ccc(Cl)cc1)c1ccc(Oc2cc(NN3CCCCC3)c([N+](=O)[O-])cc2[N+](=O)[O-])cc1	-10%	-15%[76.3 µM]
O=C(CNC(=O)c1nc[nH]c1C(=O)NCC(=O)OCc1ccccc1)OCc1ccccc1	49%[activator]	3%[76.3 µM]
COc1ccc(OC)c(NC(=O)c2ccccc2N(C)S(=O)(=O)c2ccc(C)cc2)c1	-4%	3%[76.3 µM]
CCCN1CCC(=O)N([C@H](COc2ccccc2)Cc2ccccc2)CC1	3%	12%[76.3 µM]
CCC(CC)COC(=O)C1=C(C)NC(=O)NC1c1cccc([N+](=O)[O-])c1 (stereo unspecified)	-4%	-13%[76.3 µM]
COC(=O)N1C(=O)[C@](c2ccccc2)(C2CCCCC2)N1C(=O)OC	0%	0%[76.3 µM]
CCC1=NN(C(=O)c2ccc(Cl)cc2)C(O)(c2ccc(C)cc2)C1 (stereo unspecified)	-17%	-1%[76.3 µM]
COc1cc(CNCc2cccc3ccccc23)cc(OC)c1	1%	1%[76.3 µM]
CCOC(=O)CN1C(=O)C2(OCCCO2)c2cc(Br)ccc21	2%	-12%[76.3 µM]
O=C(Nc1nccs1)c1ccc(COc2ccccc2)o1	0%	4%[76.3 µM]

(more compounds)
SMILES	L3MBTL1 inh	GAA glycogen
CCN1C(=O)[C@H]2[C@@H](c3ccc(C)cc3)N3C(=O)N(c4cccc(F)c4)C(=O)[C@@]3(C)[C@H]2C1=O	9%	2%[76.3 µM]
O=C(NCCNS(=O)(=O)c1ccccc1)c1ccc([N+](=O)[O-])cc1	-4%	-5%[76.3 µM]
CCOC(=O)c1c(NC(=O)C2CCCCC2)sc2c1CCN(C(C)C)C2	-4%	16%[76.3 µM]
Cc1cc(C)nc(SCC(=O)c2ccc(F)cc2)n1	-10%	-7%[76.3 µM]
COc1cccc(/C=N/N2CCN(Cc3ccccc3)CC2)c1O	-8%	5%[76.3 µM]
O=C(NCc1cc2ccccc2[nH]1)c1ccccc1F	-10%	-7%[76.3 µM]
CCc1ccccc1NC(=S)N1CCN(c2cccc(OC)c2)CC1	2%[2.29 µM]	-8%[76.3 µM]
Cc1cccc2sc(NC(=O)C3CC3)nc12	7%	-11%[76.3 µM]
COc1ccc(CCNc2ccc(C(CC(N)=O)NC(=O)c3cc(OC)ccc3OC)cc2[N+](=O)[O-])cc1 (stereo unspecified)	-29%	12%[76.3 µM]
CCCC[C@H]1COCCS(=O)(=O)N1Cc1ccc(C)cc1	-7%	-5%[76.3 µM]
COc1ccc(S(=O)(=O)Nc2cccnc2)c(C)c1C	4%	-7%[15.3 µM]
COC(=O)C1=C(C)N(CCCC(=O)O)C(=O)NC1c1ccc(C(F)(F)F)cc1 (stereo unspecified)	3%	-5%[76.3 µM]
COc1ccc(CNc2nc(C)cc(C)c2C#N)cc1	10%	-3%[76.3 µM]
COc1cc(C(C)=O)ccc1OCC(O)CN1CCN(c2ccccn2)CC1 (stereo unspecified)	-4%	17%[76.3 µM]
COc1cc(NC(=O)C2=CC(c3cccs3)=NS(=O)(=O)N2C)cc(OC)c1OC	-22%	-8%[76.3 µM]
O=C(Nc1cc([N+](=O)[O-])ccc1F)c1ccc2ccccc2c1	0%	-10%[76.3 µM]
COc1ccc(Cl)cc1C(=O)NCCN1CCOCC1	3%	-1%[76.3 µM]
COc1ccc(/C=N/Nc2nc(-c3ccc(C)cc3)c(C#N)c(=O)[nH]2)cc1	4%	-8%[3.05 µM]
Cc1cn(-c2cc(NC(=O)c3ccc(C)c(NC(=O)c4cccc(-c5cn[nH]c(=O)c5)c4)c3)cc(C(F)(F)F)c2)cn1	2%	3%[76.3 µM]
CCOc1cc(C(=S)N2CCOCC2)ccc1OC(=O)c1ccc(C)cc1	-15%	-1%[76.3 µM]
NC1=C([N+](=O)[O-])C(c2ccc3c(c2)OCO3)C2=C(CCCC2=O)O1 (stereo unspecified)	-7%	19%[76.3 µM]
COC(=O)c1ccccc1NC(=O)CN(c1c(C)cccc1C)S(C)(=O)=O	9%	7%[76.3 µM]
Cc1nc2cc(-c3ccccc3)[nH]n2c(=O)c1C	3%	5%[76.3 µM]
COc1ccc(OCc2cc(=O)[nH]c3ccccc23)cc1	?	2%[76.3 µM]

The closing 2 records of the section above are carried over, then new ones follow:
SMILES	L3MBTL1 inh	GAA glycogen
Cc1nc2cc(-c3ccccc3)[nH]n2c(=O)c1C	3%	5%[76.3 µM]
COc1ccc(OCc2cc(=O)[nH]c3ccccc23)cc1	?	2%[76.3 µM]
O=C(NCc1ccccc1)c1cc2ccccc2oc1=O	1%	-2%[76.3 µM]
CCOc1ccc(CNCCN2CCCC2)cc1	-4%	-14%[76.3 µM]
Cc1ccccc1Nc1c([N+](=O)[O-])cncc1[N+](=O)[O-]	-4%	-9%[76.3 µM]
CCN(CC)CC(=O)NC1CC(C)(C)Cc2c1cnn2-c1ccc(F)cc1 (stereo unspecified)	4%	4%[76.3 µM]
O=C(CCS(=O)(=O)c1cc2c(cc1Cl)NC(=O)CO2)NCc1ccc(F)cc1	6%	13%[76.3 µM]
COc1ccc(Nc2cc(C)nc3c(C)cccc23)cc1OC	0%	3%[76.3 µM]
CCOc1ccccc1CN1CCN(C2CCC2)CC1CCO (stereo unspecified)	4%	3%[76.3 µM]
NC(=S)N/N=C1\c2ccccc2-c2c(C(=O)O)cccc21	-3%	13%[76.3 µM]
CS(=O)(=O)N1CCCC(C(=O)Nc2ccccc2F)C1 (stereo unspecified)	0%	3%[76.3 µM]
COc1ccc(CN2CCCC(N3CCN(c4ccc(OC)cc4)CC3)C2)cc1 (stereo unspecified)	-28%	-11%[76.3 µM]
COC(=O)CCC(=O)Nc1ccc(S(=O)(=O)Nc2nc(C)cc(C)n2)cc1	-6%[2.29 µM]	17%[76.3 µM]
COc1ccc(C2CC(c3ccc([N+](=O)[O-])cc3)=NN2C(C)=O)cc1 (stereo unspecified)	-8%	9%[76.3 µM]

Screening results (PubChem BioAssay)
